CD40 NFkB inh: CD40 pathway inhibition in BL2 cells; BL2 NF-kB luciferase reporter, CD40L-induced, 4 h; inhibition, % at 10 µM; hit rate 0.94% among 83,000;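 active = mean inhibition of at least 50% with a set share of replicates also reaching that level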;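 note: 0% = neutral control wells and 100% = IKK inhibitor VII at 50 µM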
* marks the source's active call; other numbers are inactive results; & = joins results of further samples; [ ] = another dose, or the depositor's remark.

smiles | CD40 NFkB inh
CC(=O)N(C)C[C@@H]1Oc2c(NS(C)(=O)=O)cccc2C(=O)N(C)C[C@@H]1C | 3.4
Cn1c(=O)n(C)c2cc([N+](=O)[O-])c(N3CCN(C(=O)c4ccccc4)CC3)cc21 | 30.5
CCOC(=O)c1c(NC(=O)CSc2nccn2C)sc(C(=O)NC)c1C | -4.1
O=C(c1cccc(F)c1)N1CCN(CC2CC3C=CC2C3)CC1 (configuration not stated) | 5.5
Cc1nn(CC(=O)NC(C)c2ccccc2)c(=O)c2ccccc12 (configuration not stated) | 3.3
CCN1C(=O)C(NC(C)=O)c2cc(Br)ccc21 (configuration not stated) | 1.6
Cc1cc(C(=O)COC(=O)c2cccc(O)c2)c(C)n1C1CC1 | -54.1
CCOC(=O)c1c(-c2cccs2)csc1NC(C)=O | 10.0
O=[N+]([O-])c1ccc(CS(=O)c2ccccc2)cc1 (configuration not stated) | -6.0
C[C@@H]1CN([C@@H](C)CO)C(=O)c2cc(NC(=O)C3CC3)ccc2O[C@H]1CN(C)S(=O)(=O)c1ccccc1 | -7.2[25 µM]
COc1ccc(C(=O)Nc2nnc(C)s2)cc1S(=O)(=O)N1CCOCC1 | 16.8
NC(=O)C1CCN(C(=O)c2cc(Cl)c3c(c2)OCCO3)CC1 | 20.6
COc1ccccc1OCCNC(=O)CN1C(=O)NC2(CCCC2)C1=O | 2.5
COC(=O)c1ccccc1C(=O)c1ccc2c(c1)NC(=O)CO2 | 5.4
CC(OC(=O)CC1CC2CCC1C2)C(=O)Nc1ccc(N2CCOCC2)cc1 (configuration not stated) | 6.0
Cc1ccc(NC(=O)c2ccc(NS(=O)(=O)c3ccc4[nH]c(=O)[nH]c4c3)cc2)nc1 | 18.4
CCc1nc2c(OCC(=O)C(C)(C)C)cccn2c1N(C)C(=O)CC(C)C | 0.0
COc1cccc(OCC(=O)O)c1 | 8.6
Cn1cnc2cc(NC(=O)COc3ccccc3)ccc21 | -66.7
N#C[C@@H]1[C@@H](c2ccc(-c3ccncc3)cc2)[C@@H](CO)N1C(=O)C1CCC1 | 0.7
O=C(Oc1ccc([N+](=O)[O-])cc1)c1ccc2ccccc2n1 | -46.9
Nc1nc(OCC2CCCCC2)c2[nH]cnc2n1 | 2.8
O=C(CCC(=O)N1CCc2ccccc21)Nc1ccccc1 | 1.2
CC(C)(C)NC(=O)NC(=O)CSc1ccc(S(=O)(=O)N2CCOCC2)cn1 | 3.5
Cc1nn(-c2ccccc2)c2c1C(O)n1c(nc3ccccc31)S2 (configuration not stated) | -2.6
COc1cc2c(C(=O)N3CCN(C)CC3)c(C)oc2cc1Br | -3.0
Cc1noc(C)c1NC(=O)N(C)C[C@@H]1Oc2cc(C#CCN(C)C)ccc2S(=O)(=O)N([C@@H](C)CO)C[C@@H]1C | -0.8[25 µM]
CC(C)(C)[S@@](=O)N1Cc2cc(C(=O)NCCc3ccncc3)nc(-c3cccc(-c4ccncc4)c3)c2[C@H]1CCO | 1.6
CCn1c(=N)n(CC(=O)c2ccco2)c2ccccc21 | 3.4
NNC(=O)c1ccc(CSc2nc3ccccc3s2)cc1 | -34.3

Continuation.
smiles | CD40 NFkB inh
NS(=O)(=O)c1ccc(CCNC(=O)CN2CCC(Cc3ccccc3)CC2)cc1 | 35.8
COC(=O)c1c(C)[nH]c(C(=O)COC(=O)Cc2ccc3c(c2)OCCO3)c1C | 1.8
CCOC(=O)N1CCN(C(=O)c2cn(C)c3ccc(S(=O)(=O)N4CCC(C)CC4)cc3c2=O)CC1 | -0.5
Cn1c(CNc2ccccn2)c(C#N)c2ccccc21 | 4.1
O=C1CCC(=O)N[C@@H](c2ccccc2)C/C=C\CCN1 | 3.4[25 µM]
Cc1cc(S(=O)(=O)NCc2cccnc2)ccc1F | 6.0
Cc1ccc(CNc2cc(-c3nn4c(C)nnc4s3)ccc2C)s1 | 2.4
Cc1nc2nc[nH]n2c(=O)c1NS(=O)(=O)c1ccc(F)cc1 | 7.3
CC1CCCCC12NC(=O)N(CC(=O)N1CCN(Cc3ccc(C#N)cc3)CC1)C2=O (configuration not stated) | 6.4
Cc1ccc(S(N)(=O)=O)cc1NC(=O)c1ccc2c3c(cccc13)CC2 | -3.0
O=C(Nc1ccc2c(c1)OCO2)N1CCN(S(=O)(=O)c2ccc(Cl)cc2)CC1 | -26.0
COC(=O)Cc1cc(=O)n2[nH]c(SC)nc2n1 | 11.0
O=C(C1CC1)N1C[C@@H]2[C@H](c3ccccc31)[C@@H](CO)N2Cc1ccccc1Cl | 7.7
COc1ccccc1S(=O)(=O)N[C@@H]1CC[C@@H](CCNC(=O)C2CCCC2)O[C@H]1CO | 8.6
O=C(Nc1cccc(Cl)c1)NC1CC2CCC1C2 (configuration not stated) | -63.7
O=C(NNS(=O)(=O)c1ccccc1Cl)C1COc2ccccc2O1 (configuration not stated) | 17.2
CCOC(=O)Cc1c[nH]c2ccc([N+](=O)[O-])cc12 | -3.0
Cc1c(C#N)sc(C(N)=O)c1C | 34.0
Cc1ccccc1NS(=O)(=O)c1ccc(F)cc1 | 3.9
Cc1noc(C)c1NC(=O)Nc1ccc2c(c1)C(=O)N([C@@H](C)CO)C[C@H](C)[C@@H](CN(C)Cc1ccc3c(c1)OCO3)OCCCC[C@H](C)O2 | -3.1[25 µM]
NC(=O)C1CCN(C(=O)c2ccc(Cl)c(S(=O)(=O)NCc3ccco3)c2)CC1 | -2.0
O=C(C[C@H]1CC[C@@H]2[C@H](COC[C@H](O)CN2C(=O)c2ccccc2F)O1)NCc1ccc(Cl)c(Cl)c1 | 6.2[25 µM]
CCNC(=O)[C@@H]1[C@@H](CO)[C@@H]2Cn3c(ccc(-c4ccc(F)cc4)c3=O)[C@@H]2N1Cc1cc(F)ccc1F | -2.6[25 µM]
CCOC(=O)c1oc2ccccc2c1NC(=O)c1cc(OC)cc(OC)c1 | 9.6
CN(C)c1ncc(CN2CCC(CO)(CCCc3ccccc3)CC2)s1 | -6.6
Cc1cc(C(=O)NCC23CC4CC(CC(C4)C2)C3)c(C)o1 | 9.6
CN(C)Cc1csc(NC(=O)Nc2ccccc2Cc2ccccc2)n1 | -10.8
C[C@@H]1CN([C@H](C)CO)C(=O)c2cc(NS(=O)(=O)c3cn(C)cn3)ccc2O[C@@H](C)CCCCO[C@H]1CN(C)Cc1ccc2c(c1)OCO2 | -15.3[25 µM]
COc1ccc(CCCn2ncc3c2nc(N)n2nc(-c4ccco4)nc32)cc1 | 47.6[25 µM]
Cc1ccccc1C(=O)Nc1cc(-c2cc(C(C)(C)C)oc2C)nn1C | 11.8

Entries above with an NH in an aromatic ring:
smiles | CD40 NFkB inh
Cc1ccc(NC(=O)c2ccc(NS(=O)(=O)c3ccc4[nH]c(=O)[nH]c4c3)cc2)nc1 | 18.4
Nc1nc(OCC2CCCCC2)c2[nH]cnc2n1 | 2.8
COC(=O)c1c(C)[nH]c(C(=O)COC(=O)Cc2ccc3c(c2)OCCO3)c1C | 1.8
Cc1nc2nc[nH]n2c(=O)c1NS(=O)(=O)c1ccc(F)cc1 | 7.3
COC(=O)Cc1cc(=O)n2[nH]c(SC)nc2n1 | 11.0
CCOC(=O)Cc1c[nH]c2ccc([N+](=O)[O-])cc12 | -3.0

(next part)
smiles | CD40 NFkB inh
O=C(c1ccccc1F)N1CC[C@@H]2[C@H]1c1cc(-c3ccccc3)ccc1N[C@@H]2CO | -8.3
CC1(C)[C@@H](O)CC[C@]2(C)[C@H]3C(=O)C=C4[C@@H]5C[C@@](C)(C(=O)O)CC[C@]5(C)CC[C@@]4(C)[C@]3(C)CC[C@@H]12 | 7.0
O=C(Nc1ccc(-c2csc(-c3ccccc3)n2)cc1)c1ccccc1 | 1.9
CC(C)NC(=O)Nc1ccc2c(c1)CC(=O)N(C)C[C@H](C)[C@@H](CN(C)S(C)(=O)=O)O2 | 6.0
O=[N+]([O-])c1ccc(C=NNC(=S)NN=Cc2ccc([N+](=O)[O-])cc2)cc1 | -32.3
N#Cc1cccn1-c1nccc(-c2cccs2)n1 | -52.7
C=CCn1c(C)cc(C(=O)COc2ncnc3sccc23)c1C | 12.0
Cc1cc(=O)[nH]c(NN=C2CCC(C(C)(C)C)CC2)n1 (configuration not stated) | 7.0
O=C(Cc1ccncc1)Nc1ccc2c(c1)[C@H]1C[C@H](CC(=O)N3CCc4ccccc4C3)O[C@@H](CO)[C@H]1O2 | 1.4[25 µM]
CCCN(CC(=O)Nc1ccc(F)c(F)c1F)C(=O)c1ccc(=O)n(Cc2ccccc2)n1 | 7.8
CCCCCC(=O)Nc1cc(S(=O)(=O)N2CCOCC2)ccc1N1CCCCC1 | -12.7
COc1ccccc1NC(=O)N1CC[C@@H]2[C@H]1c1cc(C#Cc3cccc(F)c3)ccc1N(C)[C@@H]2CO | 0.8[25 µM]
CCOc1ccc(CCNC(=O)COC(=O)c2cc(OC)c(OC)cc2[N+](=O)[O-])cc1OCC | 4.4
CCCNc1ncnc2c1cnn2C1CCCCO1 (configuration not stated) | -30.6
COc1ccc2o/c(=N\O)c(C(=O)Nc3ccc(C)cc3)cc2c1 | -22.5
O=C(CCN1C(=O)c2ccccc2S1(=O)=O)N1CCN(c2ccccc2)CC1 | 3.1
OC(Cc1cccnc1)c1ccccc1 (configuration not stated) | 14.1
O=C(C[C@@H]1C[C@H]2c3cc(NS(=O)(=O)c4ccc(F)cc4)ccc3O[C@H]2[C@@H](CO)O1)NC1CCCC1 | -4.5
COc1cc(NC(=O)C2C3C=CC(C3)C2C(=O)O)ccc1NC(=O)c1ccccc1 (configuration not stated) | -16.1
Cc1ccc(Cn2ccc(C3CC3)n2)cc1 | -38.7
CCCCn1c(N)c(N(CCOC)C(=O)CSc2ccccc2C)c(=O)[nH]c1=O | 1.2
COc1ccc(Nc2nnc(SCC(=O)NC3CCCC3)s2)cc1 | -14.8
N#Cc1c2c(c(NCc3ccco3)n3c1nc1ccccc13)CCC2 | -1.7
Cc1csc(=O)n1CC(=O)OC(C)C(=O)Nc1ccc(F)c(F)c1F (configuration not stated) | 9.2
Cc1[nH]c2ccccc2c1C(c1ccccn1)N1CCC(C(N)=O)CC1 (configuration not stated) | 62.5*
COc1ccc(CC(=O)OC2CCCN(C)C2)cc1 (configuration not stated) | -21.2
Nc1c(Cl)c(Cl)nc(C(=O)OCC(=O)N2CCCC2=O)c1Cl | 6.6
COc1ccc(OC)c(NS(=O)(=O)c2cc3c4c(c2)CCN4C(=O)CC3)c1 | 5.8
CCCNC(=O)NC[C@@H]1[C@@H](c2ccc(C3=CCCC3)cc2)[C@H](CO)N1C(C)=O | -1.7
N#C[C@@H]1[C@@H](c2ccccc2C2=CCCCC2)[C@H](CO)N1C(=O)c1cccc(F)c1 | 8.5[25 µM]

Going on with the list.
smiles | CD40 NFkB inh
COC(=O)c1ccc(/C=N/NC(=O)C2CC(=O)N(c3ccc(F)cc3)C2)cc1 (configuration not stated) | -8.8
O=C(Nc1cc(F)ccc1F)N[C@@H]1CC[C@@H](CC(=O)N2CCc3ccccc3C2)O[C@H]1CO | -6.7[25 µM]
CC(=O)N1CCN(C(=O)CN2C(=O)NC(C)(c3ccc4ccccc4c3)C2=O)CC1 (configuration not stated) | -10.8
CCOC(=O)C1(C)CCN1C(=O)c1ccc(SC(F)(F)F)cc1 (configuration not stated) | -12.0
CCCNC(=O)C[C@H]1CC[C@H]2[C@H](COc3ccc(NC(=O)NCCC)cc3C(=O)N2C)O1 | 9.2
Cc1cccc(NC(=O)Cc2nc(-c3c[nH]c(C(=O)N4CCCC4)c3)cs2)c1 | 4.8
CCS(=O)(=O)Nc1ccc2c(c1)C(=O)N(C)[C@H]1CC[C@H](CC(=O)N3CCN(C)CC3)O[C@@H]1CO2 | 1.8[25 µM]
Cc1ccccc1NS(=O)(=O)c1ccc(C(=O)NCC(C)(C)N2CCOCC2)cc1 | 18.8
CN(CC(=O)Nc1cccc(F)c1)C(=O)CSc1ccccc1 | -3.2
COC(=O)c1oc2ccc(Cl)cc2c1NC(C)=O | 9.1
C/C=C/c1ccc(C2[C@H]3CNC[C@@H]2N3C(=O)Nc2ccc(F)cc2)cc1 (some centres not stated) | -1.7&2.8[25 µM]
COc1ccc2c3c([nH]c2c1)[C@H](CO)N(CC1CC1)CC31CCN(C(=O)Nc2cccc(F)c2)CC1 | -11.8[25 µM]
N#C[C@@H]1N[C@@H](CO)[C@H]1c1ccc(-c2ccccc2F)cc1 | -11.2[25 µM]
O=C(Nc1cccc(S(=O)(=O)N2CCCCC2)c1)c1cc2ccccc2o1 | -10.0
Cc1cc(Br)ccc1SCC(=O)NCC(c1ccco1)N1CCCCC1 (configuration not stated) | 15.6
C[C@@H]1CN([C@H](C)CO)C(=O)c2cc(NC(=O)Nc3ccc4c(c3)OCO4)ccc2O[C@@H](C)CCCCO[C@H]1CN(C)S(=O)(=O)c1ccccc1 | -5.4[25 µM]
COc1ccc(S(N)(=O)=O)cc1C(=O)OCC(=O)N1CCCC(C)C1 (configuration not stated) | 0.7
O=S(=O)(CCS(=O)(=O)c1ccccc1)c1ccccc1 | 1.7
CCN(CC)CCOc1ccc(C=NNc2nc3c([nH]2)c(=O)n(C)c(=O)n3C)cc1 | 10.5
CC(C)c1ccc(S(=O)(=O)N2CCC(C(=O)NCc3ccco3)CC2)cc1 | 7.9
CCCc1cc(C(=O)N2CCC(n3nccc3NC(=O)c3ccc(OC)cc3)CC2)no1 | -35.5
CCOc1cc(CO)cc(Br)c1OCC(=O)O | 9.8
CC1CCN(C(c2cc3cc4c(cc3[nH]c2=O)OCO4)c2nnnn2CC2CCCO2)CC1 (configuration not stated) | 5.0
O=C(Nc1cnc2ccccc2c1)c1ccncc1 | -27.9
CC1CCN(c2ccc(C(=O)NCc3ccco3)cc2[N+](=O)[O-])CC1 | -19.3
CC(OC(=O)c1cccc(N(C)C)c1)C(=O)N1CCc2ccccc2C1 (configuration not stated) | 1.8
COc1ccc(C(=O)N2C[C@@H]3[C@H](c4ccccc42)[C@H](CO)N3C(=O)NC(C)C)cc1 | 3.6[25 µM]

This is a subset (hit frequency here may not be typical).
